# Source: PubChem BioAssay (National Center for Advancing Translational Sciences (NCATS))
# RXFP1 antag: blocks the human relaxin receptor RXFP1. Q9HBX9. AID 1259400. activity change, negative = inhibition, % at 57.5 µM. HEK293-RXFP1, relaxin-stimulated cAMP HTRF, 30 min; stronger effect = lower value. hit rate 0.59% among 350,000;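 active = activity change of -60% or lower, but not beyond a set lower limit; inconclusive = change between -60% and -40%, or beyond the set limit; inactive = change above -40%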; also: % is scaled to controls: 0 for no effect and ±100 for the full control effect
# Target sequence (Q9HBX9 whole entry, looked up): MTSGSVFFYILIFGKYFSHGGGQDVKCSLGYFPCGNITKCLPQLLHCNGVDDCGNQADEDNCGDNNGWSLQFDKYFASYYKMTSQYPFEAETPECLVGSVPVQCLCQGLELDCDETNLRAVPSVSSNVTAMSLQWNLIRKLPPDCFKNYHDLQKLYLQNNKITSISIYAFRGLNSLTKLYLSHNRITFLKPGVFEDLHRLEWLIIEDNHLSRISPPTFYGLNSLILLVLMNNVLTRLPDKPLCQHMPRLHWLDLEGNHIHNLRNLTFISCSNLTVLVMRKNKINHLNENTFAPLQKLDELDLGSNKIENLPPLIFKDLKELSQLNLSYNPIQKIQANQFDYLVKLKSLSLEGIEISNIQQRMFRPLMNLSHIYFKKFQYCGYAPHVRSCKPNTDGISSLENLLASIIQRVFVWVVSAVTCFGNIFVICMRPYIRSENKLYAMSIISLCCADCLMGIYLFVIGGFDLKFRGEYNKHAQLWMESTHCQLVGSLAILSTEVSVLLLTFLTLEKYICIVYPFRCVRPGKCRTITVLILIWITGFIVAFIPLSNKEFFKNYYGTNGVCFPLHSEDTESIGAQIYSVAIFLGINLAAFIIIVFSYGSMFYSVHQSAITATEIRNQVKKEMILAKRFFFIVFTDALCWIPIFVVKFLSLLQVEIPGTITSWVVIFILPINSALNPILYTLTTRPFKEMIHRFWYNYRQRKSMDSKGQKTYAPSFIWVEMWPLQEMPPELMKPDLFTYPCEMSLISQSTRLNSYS
# APE1 inh: APE1 (human) endonuclease inhibition. recombinant APE1, TAMRA/BHQ-2 abasic DNA cleavage fluorescence. AID 2517. hit rate 0.35% among 350,000. Potency, µM (top dose mostly 65.8 µM), without a hit: top-dose activity change, negative = inhibition, actives largely listed as inhibitors;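 also: potency is read from the fitted curve at half-maximal effect; plate controls were vehicle for no effect and reference inhibitor for full effect; nearly all actives have a fitted effect of over 55% in size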
# Target sequence (P27695 whole entry, looked up): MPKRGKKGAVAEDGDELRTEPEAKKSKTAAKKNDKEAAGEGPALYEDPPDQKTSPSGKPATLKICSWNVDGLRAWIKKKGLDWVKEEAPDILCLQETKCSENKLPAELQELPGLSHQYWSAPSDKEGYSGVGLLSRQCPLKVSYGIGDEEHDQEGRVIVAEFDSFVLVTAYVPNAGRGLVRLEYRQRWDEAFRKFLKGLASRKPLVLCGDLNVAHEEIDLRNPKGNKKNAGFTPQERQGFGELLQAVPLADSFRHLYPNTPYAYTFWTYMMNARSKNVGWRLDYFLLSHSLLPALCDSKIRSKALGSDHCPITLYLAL
#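 APE1 at 0.75 nM preincubated 15 min at room temperature with compound. Reaction then started with 50 nM double-stranded THF-abasic substrate labelled with TAMRA/BHQ-2, and 525/598 nm fluorescence read kinetically. Activity taken as third-minus-first read difference, normalized to DMSO and NSC13755 controls.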
# POLK inh: blocks human DNA polymerase kappa activity; Q9UBT6; purified Pol kappa, fluorescent DNA synthesis assay, 10 min; Potency, µM (series often up to 107 µM), without a hit: at the top dose activity, negative = inhibition, actives largely listed as inhibitors; hit rate 0.53% among 400,000; AID 588579; also: potency is read from the fitted curve at half-maximal effect; % is scaled to controls: 0 for no effect and ±100 for the full control effect
#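 Inhibition of 10 nM Pol kappa is measured by a fluorescent read-out at 0 and 10 min following addition of 50 nM substrate (final), with a 15-min room-temperature compound preincubation.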
# BLM inh: blocks DNA unwinding by human BLM helicase; recombinant BLM DNA unwinding, fluorescence dequenching; Potency, µM (titrated, usually from 56.1 µM), without a hit: at the top dose activity change, negative = inhibition, most hits filed as inhibitors; hit rate 0.2% among 350,000; AID 2528;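 also: potency is read from the fitted curve at half-maximal effect; plate controls were vehicle for no effect and no enzyme for full effect; nearly all actives have a fitted effect of over 35% in size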
# Pol iota inh: inhibitors of human DNA polymerase iota; hit rate 1% among 390,000; AID 588590; Potency, µM (series often up to 115 µM), for inactives: top-dose activity, negative = inhibition, usual class: inhibitors; Pol iota fluorescent replication assay, 10 min; also: potency is read from the fitted curve at half-maximal effect
#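 Fluorescent replication assay read twice, at 0 min and 10 min after adding 50 nM (final) substrate. Enzyme (10 nM) and compounds were first incubated 15 min at room temperature; enzyme-free buffer wells were negative controls.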
# * marks the source's active call; other numbers are inactive results; ? = inconclusive; . = no result given; & = joins results of further samples; ! = repeats disagree; [ ] = dose if it differs, or a comment. Unless noted, calls follow the shape of the dose curve; as a rule, active = well fitted curve in the direction sought with a large enough effect; inconclusive = small, poorly fitted or top-dose-only effect, or another doubt; inactive = no such curve, though single readings can be large; an effect the other way counts as inactive or inconclusive.
# Abbreviations: A = RXFP1 antag; B = APE1 inh; C = POLK inh; D = BLM inh; E = Pol iota inh
COC(=O)c1ccc(NC(=O)c2nc(S(=O)(=O)Cc3ccccc3F)ncc2Cl)cc1
  A: .; B: .; C: 3.2%; D: .; E: ?

O=C(c1cnn2c1NC(=C1CC1)C=C2C(F)F)N1CCc2ccccc2C1
  A: .; B: .; C: -4.4%; D: .; E: 20.7%

CN(N=O)c1ccc(/C=C/c2ccnc3ccccc23)cc1
  A: .; B: .; C: -2.8%; D: .; E: ?

CCCCc1ccc(CC(=O)NO)cc1
  A: .; B: .; C: -16.6%; D: .; E: 13.9%

COc1cc(C)c(NC(C)C(=O)c2c(C)[nH]c3ccccc23)cc1OC (centres undefined)
  A: .; B: .; C: -13.0%; D: .; E: 40.1%[activator]

Cc1ccc(S(=O)(=O)N2CCC(c3nc(-c4cccs4)nc4ccccc34)CC2)cc1
  A: .; B: .; C: ?; D: .; E: 8.1%

Nc1ncnc2c1[nH]c(=S)n2C1OC(CO)C(O)C1O (centres undefined)
  A: .; B: .; C: 7.8%; D: .; E: -7.2%

O=C(NC1CCCCC1)c1cnn2c1NC(=C1CC1)C=C2C(F)F
  A: .; B: .; C: -5.5%; D: .; E: 26.7%

O=C(Cc1ccc(Br)cc1)NO
  A: .; B: .; C: 3.4%; D: .; E: 24.5%

COc1cccc2c1C(=O)/C(=C/c1ccc(N(C)C)cc1)C2
  A: .; B: .; C: -3.0%; D: .; E: 7.9%

CCc1ccc2oc(-c3cc(NC(=O)COc4ccc(C)cc4)ccc3O)nc2c1
  A: .; B: .; C: 4.2%; D: .; E: 13.9%

c1ccc(Nc2nc(-c3ccccc3)c(-c3ccccc3)s2)cc1
  A: .; B: .; C: 2.6%; D: .; E: 16.5%

CCCCCCCCCC[n+]1ccc(/C=C/c2ccc(N(C)C)cc2)c2ccccc21
  A: .; B: .; C: 39.8µM*; D: .; E: 50.1µM*

CCCCCCCCCCCCCCCC[n+]1ccc(CC(O)c2c(C)[nH]c3ccccc23)c2ccccc21 (centres undefined)
  A: .; B: .; C: 64.1%[activator]; D: .; E: 118.3%[activator]

O=C(c1ccc2c(=O)n(Cc3ccc4c(c3)OCO4)c(=S)[nH]c2c1)N1CCN(Cc2ccccc2)CC1
  A: .; B: .; C: -6.1%; D: .; E: 19.2%

CC(=O)c1ccc([N+](C)(C)C)cc1
  A: .; B: .; C: -20.7%; D: .; E: 17.8%

CC(=O)Nc1cccc2cccnc12
  A: .; B: .; C: -13.1%; D: .; E: 64.1%[activator]

Cc1ccc2c(/C=C/c3c[nH]c4ccccc34)ccnc2c1C
  A: .; B: .; C: 0.0%; D: .; E: 40.4%[activator]

Cc1ccc(C(c2nnnn2Cc2ccccc2)N2CCN(Cc3ccncc3)CC2)cc1 (centres undefined)
  A: .; B: .; C: 6.5%; D: .; E: 11.2%

COc1cc2c(NC3CCN(C)CC3)nc(N3CCCN(C)CC3)nc2cc1OCCCN1CCCC1
  A: .; B: .; C: ?; D: .; E: ?

CC1CCN(c2oc(-c3ccc(OCc4ccccc4Cl)cc3)nc2C#N)CC1
  A: .; B: .; C: -7.0%; D: .; E: 16.8%

Cc1sc2ccccc2[n+]1CCCCI
  A: .; B: .; C: -21.4%; D: .; E: ?

O=S(=O)(c1ccc2ccccc2c1)N1CCN(c2nc(-c3ccccc3)nc3ccccc23)CC1
  A: .; B: .; C: -20.1%; D: .; E: 10.9%

COCCn1c(=S)[nH]c2cc(C(=O)N3CCN(Cc4ccccc4)CC3)ccc2c1=O
  A: .; B: .; C: -13.1%; D: .; E: 13.9%

O=C(c1ccccc1)C(I)(I)N1CCOCC1
  A: .; B: .; C: -11.2%; D: .; E: 6.9%

# Laid out differently: results already given.
Cc1ccc(C(c2nnnn2Cc2ccccc2)N2CCN(Cc3ccncc3)CC2)cc1 (centres undefined)
  RXFP1 antag: . | APE1 inh: . | POLK inh: 6.5% | BLM inh: . | Pol iota inh: 11.2%
COc1cc2c(NC3CCN(C)CC3)nc(N3CCCN(C)CC3)nc2cc1OCCCN1CCCC1
  RXFP1 antag: . | APE1 inh: . | POLK inh: ? | BLM inh: . | Pol iota inh: ?
CC1CCN(c2oc(-c3ccc(OCc4ccccc4Cl)cc3)nc2C#N)CC1
  RXFP1 antag: . | APE1 inh: . | POLK inh: -7.0% | BLM inh: . | Pol iota inh: 16.8%
Cc1sc2ccccc2[n+]1CCCCI
  RXFP1 antag: . | APE1 inh: . | POLK inh: -21.4% | BLM inh: . | Pol iota inh: ?

# The results go on.
# Abbreviations: A = RXFP1 antag; B = APE1 inh; C = POLK inh; D = BLM inh; E = Pol iota inh
Cc1cccc(CN2Cc3cccc4c3[C@H](C=CC4)CC2=O)c1
  A: .; B: .; C: -7.7%; D: .; E: 15.0%

CCCC[n+]1c(/C=C/c2c(OC)cc(OC)cc2OC)ccc2ccccc21
  A: .; B: .; C: -17.4%; D: .; E: ?

COc1ccc(CNc2ccccc2C(=O)NCc2ccccc2)cc1COc1ccc(NC(C)=O)cc1
  A: .; B: .; C: -25.8%; D: .; E: -1.3%

O=C(C[n+]1cccc2cccc(O)c21)c1ccc2ccccc2c1
  A: .; B: .; C: -16.7%; D: .; E: 54.1%[activator]

COc1cc(/C=C/c2cncc(/C=C/c3cc(OC)c(OC)c(OC)c3)c2)cc(OC)c1OC
  A: .; B: .; C: -9.8%; D: .; E: -16.0%

CC(C)C1(C)NC(c2ccc3c(c2)OCO3)=CC(c2ccccc2O)N1 (centres undefined)
  A: .; B: .; C: 5.4%; D: .; E: ?

O=S(=O)(Nc1cccc2ccccc12)c1cccc2ccccc12
  A: .; B: .; C: -18.4%; D: .; E: 5.4%

CN(C)c1ccc(/C=C/c2ccnc3ccccc23)cc1Br
  A: .; B: .; C: -5.4%; D: .; E: 29.9%

Nc1c(N=Nc2ccc([N+](=O)[O-])cc2)c(S(=O)(=O)O)cc2cc(S(=O)(=O)O)c(/C=C/c3ccccc3)c(O)c12
  A: .; B: .; C: 31.6µM*; D: .; E: 25.1µM*

CCOc1ccc(NC(=O)CSc2nnc3c(n2)[nH]c2ccc(S(=O)(=O)N4CCOCC4)cc23)cc1
  A: .; B: .; C: -13.9%; D: .; E: 10.0%

O=C(C[n+]1cccc2cccc(O)c21)c1ccc(Cl)cc1
  A: .; B: .; C: 7.8%; D: .; E: 43.4%[activator]

C=C1NN(Cc2ccccc2)C(=O)N1c1ccc(OC)cc1
  A: .; B: .; C: -3.6%; D: .; E: 19.7%

CC(C)NC(=O)COC(=O)CNC(=O)C1CCCCC1
  A: .; B: .; C: -25.2%; D: .; E: 11.8%

Cc1cnc2ccc3ccccc3c2c1C
  A: .; B: .; C: -0.3%; D: .; E: 25.6%

Cc1nc(NCC(=O)c2c[nH]c3ccccc23)sc1C
  A: .; B: .; C: -11.3%; D: .; E: 0.2%

COc1ccc(OC)c(/C=C/c2cc3ccccc3cn2)c1
  A: .; B: .; C: -11.5%; D: .; E: -23.2%

C(=C1C=c2ccccc2=C1)c1ccc(N=Nc2ccc(C=C3C=c4ccccc4=C3)cc2)cc1
  A: .; B: .; C: -12.5%; D: .; E: 2.6%

O=C(Nc1ccc(-n2nncc2-c2ccccc2)cc1)c1ccccc1
  A: .; B: .; C: -1.8%; D: .; E: 8.4%

CN(C)/[N+]([O-])=N\Oc1cc(OC(=O)c2ccc(N)cc2)c([N+](=O)[O-])cc1[N+](=O)[O-]
  A: .; B: .; C: -19.0%; D: .; E: ?

Cc1ccc2ccccc2n1
  A: .; B: .; C: -5.9%; D: .; E: 25.9%

CCCN1CNc2c(c(=O)[nH]c(=S)n2CCC(C)C)C1
  A: .; B: .; C: -5.5%; D: .; E: -0.9%

CCN(CC)CCN1C(=O)c2ccccc2NC1c1ccc(OC)c(COc2ccc(NC(C)=O)cc2)c1 (centres undefined)
  A: .; B: .; C: -9.2%; D: .; E: 4.2%

O=C(O)c1cc2cccc([N+](=O)[O-])c2[nH]1
  A: .; B: .; C: 44.7µM*!; D: .; E: 70.8µM*!

Cc1ccc(S(=O)(=O)N2CCN(c3nc(-n4cnc5ccccc54)nc4ccccc34)CC2)cc1
  A: .; B: .; C: -8.1%; D: .; E: ?

Oc1cccc2ccc[n+](CC(O)CBr)c12 (centres undefined)
  A: .; B: .; C: -18.5%; D: .; E: 37.6%[activator]

Cc1ccc(NC(=O)c2cnn3c2NC(=C2CC2)C=C3C(F)F)cc1
  A: .; B: .; C: -28.6%; D: .; E: 33.4%[activator]

O=S(=O)(c1ccc(F)cc1)N1CCN(c2nc(-c3cccs3)nc3ccccc23)CC1
  A: .; B: .; C: -7.0%&-4.6%; D: .; E: ?

COc1ccc2c(c1)c1nnc(SC(C)C)nc1n2C
  A: .; B: .; C: -7.6%; D: .; E: 16.7%

c1ccc(Cn2nnnc2C(c2ccccc2)N2CCN(Cc3ccncc3)CC2)cc1 (centres undefined)
  A: .; B: .; C: 0.8%; D: .; E: 7.5%

CC[N+](C)(C)c1ccc(/C=C/c2ccncc2)cc1
  A: .; B: .; C: -42.5%; D: .; E: 79.4µM*

COc1ccc(C2Nc3ccccc3C(=O)N2c2ccc(F)cc2)cc1COc1ccc(NC(C)=O)cc1 (centres undefined)
  A: .; B: .; C: -0.5%; D: .; E: 9.5%

O=c1[nH]cnc2c1ncn2[C@H]1C[C@H](O)[C@@H](CO)O1
  A: .; B: .; C: 2.9%; D: .; E: 9.3%

Nc1nc(NCc2ccccc2)c2[nH]cnc2n1
  A: .; B: .; C: 1.7%&-18.9%; D: .; E: 14.4%&6.1%

CC(C)(C)n1ncc2c(=O)n(Cc3cccc(OC(F)(F)F)c3)cnc21
  A: .; B: -4.0%; C: -0.8%; D: .; E: 10.9%

CC(C)(C)n1ncc2c(=O)n(Cc3ccc(C(=O)c4ccccc4)cc3)cnc21
  A: .; B: -0.3%; C: 10.6%; D: .; E: 24.5%

CC(C)(C)n1ncc2c(=O)n(Cc3ccc(F)cc3)cnc21
  A: .; B: 12.3%; C: -3.8%; D: .; E: -17.4%

CC(C)(C)n1ncc2c(=O)n(Cc3cccc(Oc4ccccc4)c3)cnc21
  A: .; B: -2.6%; C: 9.5%; D: .; E: 2.1%

Cc1c(Cn2cnc3c(cnn3C(C)(C)C)c2=O)cccc1C(F)(F)F
  A: .; B: -2.2%; C: 9.1%; D: .; E: -2.1%

CC(C)(C)n1ncc2c(=O)n(Cc3ccc(SC(F)(F)F)cc3)cnc21
  A: .; B: -7.1%; C: 9.8%; D: .; E: 13.0%

CC(C)(C)n1ncc2c(=O)n(Cc3cc(F)c(F)cc3Cl)cnc21
  A: .; B: ?; C: 7.6%; D: .; E: 9.3%

O=Cc1ccc(Cl)cc1
  A: .; B: 22.4%; C: -11.4%; D: .; E: -8.0%

CC(C)(C)n1ncc2c(=O)n(Cc3ccc(SC(=O)O)cc3Cl)cnc21
  A: .; B: 17.8%; C: -10.0%; D: .; E: -4.5%

Cc1cc(Cn2cnc3c(cnn3C(C)(C)C)c2=O)ccc1F
  A: .; B: -0.7%; C: 1.4%; D: .; E: -4.5%

CC(C)(C)n1ncc2c(=O)n(Cc3ccccc3SC(F)(F)F)cnc21
  A: .; B: -5.0%; C: 3.6%; D: .; E: 9.0%

OCc1cc([C@@H](O)CNCCCCCCOCCCCc2ccccc2)ccc1O
  A: .; B: .; C: -10.2%[19.4 µM]; D: -1.9%; E: 5.3%

CC(=O)OCC1=C(C(=O)O)N2C(=O)C(NC(=O)Cc3ccccc3)C2SC1 (centres undefined)
  A: .; B: .; C: 44.7µM*; D: -12.2%; E: 50.1µM*

Nc1ccn(C2CO[C@H](CO)O2)c(=O)n1 (some centres undefined)
  A: 14.0; B: .; C: .; D: .; E: .

CC(C)C(=O)OCc1cccc(OC(=O)[C@@H]2N3C(=O)[C@@H](NC(=O)Cc4ccccc4)[C@H]3SC2(C)C)c1
  A: -17.8; B: .; C: .; D: .; E: .

CCCc1c2oc(C(=O)O)cc(=O)c2cc2c(=O)cc(C(=O)O)n(CC)c12
  A: -5.2; B: .; C: .; D: .; E: .

NC(=O)NS(=O)(=O)c1ccc(Cl)cc1
  A: 9.5; B: .; C: .; D: .; E: .

# These rows are one share of the data, so the mix of outcomes need not match the whole.
